FLuc counter = qHTS profiling assay for firefly luciferase inhibitor/activator using purifed enzyme and Km concentrations of substrates (counterscreen for miR-21 project); purified FLuc, Km substrates, luminescence inhibition; Potency, µM (series often up to 57.5 µM), without a hit: at the top dose activity change, negative = inhibition, hits mostly inhibitors; 6.9% of 360,000 active; active = well fitted inhibition curve with a large enough effect; inconclusive = small, poorly fitted or top-dose-only effect;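 note: plate controls were vehicle for no effect and reference inhibitor for full effect; nearly all actives have a fitted effect of over 55% in size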
Target sequence (P08659 whole entry, looked up): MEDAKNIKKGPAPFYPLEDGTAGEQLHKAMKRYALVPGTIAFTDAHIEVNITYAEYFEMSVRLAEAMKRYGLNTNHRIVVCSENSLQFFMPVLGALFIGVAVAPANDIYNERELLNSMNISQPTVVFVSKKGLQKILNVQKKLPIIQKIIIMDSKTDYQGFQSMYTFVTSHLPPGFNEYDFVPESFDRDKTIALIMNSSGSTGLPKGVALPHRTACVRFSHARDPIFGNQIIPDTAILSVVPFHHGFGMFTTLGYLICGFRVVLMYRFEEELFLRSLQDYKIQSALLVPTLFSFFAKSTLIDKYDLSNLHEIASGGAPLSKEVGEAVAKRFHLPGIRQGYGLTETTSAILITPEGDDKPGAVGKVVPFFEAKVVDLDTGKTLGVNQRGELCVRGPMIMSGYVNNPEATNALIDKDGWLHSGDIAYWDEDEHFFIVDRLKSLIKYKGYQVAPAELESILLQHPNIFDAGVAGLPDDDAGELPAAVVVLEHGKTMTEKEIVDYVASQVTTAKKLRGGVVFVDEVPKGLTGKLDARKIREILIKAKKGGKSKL
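Purified P. pyralis luciferase, 10 nM final, with Km-level 10 uM D-luciferin and 10 uM ATP in 50 mM Tris acetate pH 7.5, 10 mM Mg acetate, 0.01% Tween-20, 0.05% BSA; 6-point qHTS titration about 60 µM downward; luminescence read.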
* marks the source's active call; other numbers are inactive results; ? = inconclusive. Potency is the fitted concentration of half-maximal effect.

SMILES	FLuc counter
CCC(=O)N1CCc2cc(S(=O)(=O)NC(C(=O)NCCc3ccc(Cl)cc3)C(C)C)ccc21 (configuration not stated)	0%
Cc1cc(SCC(=O)NCc2ccc(Cl)cc2)nc(=O)[nH]1	-3%
COc1cc(CN(C(=O)c2ccc(C)cc2)C2CCS(=O)(=O)C2)cc(OC)c1OC (configuration not stated)	0%
COc1ccc(C2CC(=O)Nc3c2c(=O)[nH]c2nc4ccccc4n32)cc1 (configuration not stated)	-13%
CC(=O)c1ccc(NC(=O)c2sc(-n3nc(C)c(Cc4ccc5c(c4)OCO5)c3C)nc2C)cc1	-2%
Cc1ccc2c(c1)-c1nc(-c3ccc4c(c3)NC(=O)CO4)cc(-c3ccc(F)cc3)c1CO2	0%
Cc1ccc(-n2nc(C(=O)Nc3ccc(F)cc3F)c3c4ccccc4n(C)c3c2=O)cc1	-2%
O=C(c1ccc(CS(=O)c2ccccc2Cl)o1)N1CCN(c2cccc(C(F)(F)F)c2)CC1 (configuration not stated)	4%
CCN(CC)S(=O)(=O)c1ccc(NC(=O)c2nn(C)c3c2CSc2ccccc2-3)cc1	1%
COc1ccc(CC(=O)N2CCc3cc(OC)c(OC)cc3C2COc2cc(C)cc(C)c2)cc1OC (configuration not stated)	-3%

Some of the entries above, reformatted:
smiles,FLuc counter
Cc1ccc2c(c1)-c1nc(-c3ccc4c(c3)NC(=O)CO4)cc(-c3ccc(F)cc3)c1CO2,0%
Cc1ccc(-n2nc(C(=O)Nc3ccc(F)cc3F)c3c4ccccc4n(C)c3c2=O)cc1,-2%
O=C(c1ccc(CS(=O)c2ccccc2Cl)o1)N1CCN(c2cccc(C(F)(F)F)c2)CC1 (configuration not stated),4%
CCN(CC)S(=O)(=O)c1ccc(NC(=O)c2nn(C)c3c2CSc2ccccc2-3)cc1,1%

Later entries:
SMILES	FLuc counter
Cc1cccc(CNC(=O)c2ccc(NC(=O)N3CCSc4ncccc43)cc2)c1	-2%
Cn1c(=O)n(Cc2c(F)cccc2Cl)c(=O)c2c1nc1n2CCN1c1ccc(F)cc1	?
O=C(CSc1oc(-c2ccccc2)nc1S(=O)(=O)c1ccccc1)c1ccccc1	-1%
COc1cccc(C2C(C(=O)Nc3ccccc3)=C(C)Nc3nc(-c4ccccc4)nn32)c1 (configuration not stated)	-8%
O=S(=O)(Nc1cccc(-c2ccc(N3CCCC3)nn2)c1)c1ccc(F)cc1F	15µM*
CCc1ccc(N2C(=O)CC(c3cc(OC)ccc3OC)C3=C2COC3=O)cc1 (configuration not stated)	4%
CCOC(=O)c1ccc(NC(=O)CC2C(=O)N(c3ccc(C)cc3)C(=O)N2C2CCCCC2)cc1 (configuration not stated)	3%
CCCCN(C)CCCNC(=O)C1CCN(S(=O)(=O)CC)CC1	0%
Cc1ccc(-c2nc(-c3cc4c([nH]c3=O)CC(C)(C)CC4=O)sc2C)cc1	3%
Cc1nc2c(C(=O)NCCc3ccccc3)c[nH]n2c(=O)c1Cc1ccccc1F	?
Cc1ccc(S(=O)(=O)Nc2cc3c(cc2Cl)n(C)c(=O)c(=O)n3C)cc1	?
CCC(Sc1nc2cc(OC)c(OC)cc2c(=O)n1Cc1ccc(Cl)cc1)C(=O)NCCOC (configuration not stated)	1%
COC(=O)c1ccc2c(=O)n(CCCCCC(=O)NCc3ccc(Cl)cc3)c(=O)[nH]c2c1	-6%
Cc1ccc(N2CC(C(=O)Nc3ccc(Cl)cc3Cl)CC2=O)cc1 (configuration not stated)	0%
CCOC(=O)c1ccc(NC(=O)C(Cc2ccccc2)NS(=O)(=O)c2ccc(Br)s2)cc1 (configuration not stated)	-3%
Clc1ccc(-c2ccc(CNCCSc3nnnn3-c3ccccc3)o2)cc1	-1%
O=C(Cc1ccccc1)N(Cc1cccnc1)c1nc2ccc(Cl)cc2s1	-2%
Cc1c(C(N)=O)nnn1-c1ccc(Br)cc1	-2%
CCC(Oc1ccccc1)C(=O)Nc1cc(-c2cccc(C)c2)nn1-c1ccccc1 (configuration not stated)	?
COc1cc(NC(=O)Cn2ccc3ccccc3c2=O)cc(OC)c1OC	3%

The final 4 entries of the section before lead into the next.
SMILES	FLuc counter
O=C(Cc1ccccc1)N(Cc1cccnc1)c1nc2ccc(Cl)cc2s1	-2%
Cc1c(C(N)=O)nnn1-c1ccc(Br)cc1	-2%
CCC(Oc1ccccc1)C(=O)Nc1cc(-c2cccc(C)c2)nn1-c1ccccc1 (configuration not stated)	?
COc1cc(NC(=O)Cn2ccc3ccccc3c2=O)cc(OC)c1OC	3%
COc1cccc2cc(-c3nc4sc5c(c4c(=O)[nH]3)CCC(C(C)(C)C)C5)c(=O)oc12 (configuration not stated)	-16%
Cc1cc(C)nc(-n2nc(C)c3c2NC(=O)CC3c2ccccc2OC(C)C)n1 (configuration not stated)	-2%
COc1ccc(C(=O)COC(=O)c2cccc(NC(=O)c3ccc(OC)c(OC)c3)c2)cc1	0.6µM*
CCN(C(=O)c1cc2c(=O)oc3ccccc3c2s1)c1ccc(C)c(C)c1	-17%
CCn1cc(C(=O)N(C)Cc2ccccc2)c(=O)c2cc(S(=O)(=O)N3CCCCC3)ccc21	-1%
Oc1c(C(c2ccc(Cl)cc2Cl)N2CCCC2)sc2nc(-c3ccco3)nn12 (configuration not stated)	-15%
CCCN(c1ccccc1F)S(=O)(=O)c1cc(-c2cc(C)no2)ccc1C	-2%
CCOc1ccc(NC(=O)C(=O)NCCc2sc(-c3ccc(C)cc3)nc2C)cc1	-2%
O=c1c2sc3ccccc3c2n(Cc2ccccc2F)c(=O)n1-c1ccccc1Cl	0%
COc1ccc(Cl)cc1NC(=O)c1cc2ccc3ccc(C)[nH]c3c2n1	?
CCCNC(=O)N1[C@H](c2cccs2)[C@@H](C)C(=O)[C@@H](C)[C@@H]1c1cccs1	-2%
CC(C)NC(=O)c1ccc(CSc2nc3ccncc3n2Cc2cccc(F)c2)cc1	2%
COc1ccc2oc(-c3ccc(NC(=O)c4ccc(Cl)cc4Cl)cc3)nc2c1	-16%
CCC1CN(C(=O)N2CCC(C(=O)NCCc3cc(OC)ccc3OC)CC2)c2ccccc2O1 (configuration not stated)	-10%
CNS(=O)(=O)c1cn(CC(=O)Nc2ccc(F)cc2F)cc1S(=O)(=O)NC	-6%
CC(=O)Nc1ccc(-n2c(CCC(=O)O)ccc2-c2ccc(Br)cc2)cc1	?
COc1ccc(Cn2ccc3nc(C)c(C(=O)NCc4cccc(OC)c4)cc3c2=O)cc1	-3%
Cc1cccc(OCC(=O)OCc2cc(=O)n3nc(C4CC4)sc3n2)c1	-1%
Cc1ccc(-n2nc(C(=O)N3CCN(c4cccc(C(F)(F)F)c4)CC3)c3c4ccccc4n(C)c3c2=O)cc1	0%
CCCNc1ccc(-c2nc(-c3ccncc3)no2)cc1[N+](=O)[O-]	?
CCCCN(CC)CCCNC(=O)Cn1ncc2c3ccccc3n(Cc3ccccc3F)c2c1=O	6%
COc1cc2nc(NCCc3ccc(Cl)cc3)n3nc(-c4ccccc4)nc3c2cc1OC	-7%
O=C1CCCc2cc(S(=O)(=O)N3CCCC(C(=O)NCc4ccc(Cl)cc4)C3)ccc2N1 (configuration not stated)	4%
COc1ccc(Nc2nc(C)nc(N)c2S(=O)(=O)c2ccccc2)cc1	4%
CCOc1ccc(C(=O)Nc2cc(-c3nc4ccccc4o3)ccc2C)cc1Cl	0%
CCOC(=O)N[C@H](Cc1c[nH]c2ccccc12)C(=O)Nc1cccc(Cl)c1	5%
COc1ccc(NC(=O)CCNS(=O)(=O)c2ccc3c(c2)CCCC(=O)N3)cc1	-6%
CCCN1CCN(CCCNC(=O)Cn2c(-c3cccs3)cc3ccccc32)CC1	-3%
Cc1ccccc1CCNC(=O)c1ccc2c(c1)nc1n2CCOC1	6µM*
CCC1CCCCN1CC(=O)N1CCCc2c1c(=O)oc1ccc(OCc3ccccc3)cc21 (configuration not stated)	0%
CCn1c(NCc2ccc(OC)c(OC)c2)nc2ccccc21	-6%
COc1ccccc1N1CCN(c2ncnc3onc(-c4ccc(F)cc4)c23)CC1	-8%
O=C(Cn1c(=O)oc2cc(S(=O)(=O)N3CCCCCC3)ccc21)Nc1ccc(F)cc1F	?
CCOc1ccc(C(=O)Nc2cccc(OCc3cc(=O)n4ccccc4n3)c2)cc1	-9%
Clc1cccc(-n2ncc3c(N4CCCCCC4)ncnc32)c1	1.7µM*
COc1cc2ncc3c(-c4ccc(C)cc4)nn(-c4ccc(F)cc4F)c3c2cc1OC	3%
COc1ccccc1C(=O)Nc1sc(Nc2ccccc2)nc1C(N)=O	2%
CCCCOc1ccc(-c2nn(-c3ccccc3)cc2C2NC(=O)NC(C)=C2C(=O)OCC)cc1 (configuration not stated)	-2%
COc1ccc(-c2nc(SCC(=O)NCCc3ccc(OC)c(OC)c3)n[nH]2)cc1	?
COc1ccc(CCNC(=O)Cn2nc(C)n3c(cc4cc(F)ccc43)c2=O)cc1OC	-1%

Random excerpt: seven records from the list, in no set order.
SMILES	FLuc counter
COc1ccccc1N1CCN(c2ncnc3onc(-c4ccc(F)cc4)c23)CC1	-8%
COc1ccc(CCNC(=O)Cn2nc(C)n3c(cc4cc(F)ccc43)c2=O)cc1OC	-1%
O=C(Cn1c(=O)oc2cc(S(=O)(=O)N3CCCCCC3)ccc21)Nc1ccc(F)cc1F	?
CCOc1ccc(C(=O)Nc2cccc(OCc3cc(=O)n4ccccc4n3)c2)cc1	-9%
COc1cc2ncc3c(-c4ccc(C)cc4)nn(-c4ccc(F)cc4F)c3c2cc1OC	3%
CCCCOc1ccc(-c2nn(-c3ccccc3)cc2C2NC(=O)NC(C)=C2C(=O)OCC)cc1 (configuration not stated)	-2%
CCn1c(NCc2ccc(OC)c(OC)c2)nc2ccccc21	-6%

The list continues:
SMILES	FLuc counter
CN(Cc1ccccc1)C(=O)Cn1c(=O)c2cccn2c2ccc(F)cc21	-10%
COc1cccc(CNC(=O)c2cc(-c3cccc(OC)c3)n[nH]2)c1	?
O=C(O)c1cccc(NC(=O)c2cc3cc(Br)cc(Br)c3oc2=O)c1	12µM*
CC(=O)c1cccc(NC(=O)CSc2nc3c(=O)n(C)c(=O)n(C)c3n2C)c1	-2%
CCN1CCN(Cc2c(O)ccc3oc(C)c(C(=O)Nc4ccc(OC)cc4)c23)CC1	-2%
Cc1nn(-c2ccc(N3CCCC3)nn2)c(C)c1CCC(=O)NCc1ccc(OC(C)C)cc1	5%
COc1ccccc1-c1cc(C(F)(F)F)nc(S(=O)(=O)CCCC(=O)Nc2cc(OC)c(OC)c(OC)c2)n1	-10%
CCc1cccc(NC(=O)C2CCCN2S(=O)(=O)c2ccc3nc(-c4ccccc4)[nH]c3c2)c1 (configuration not stated)	-13%
Cc1ccc(NC(=O)Cc2ccc(NC(=O)N3CCCCc4ccccc43)cc2)cc1Cl	?
CCc1cc(=O)[nH]c(SCc2nc(-c3ccccc3C)no2)n1	?
COc1cccc(C(=O)Nc2ccc(-n3nncc3-c3ccccc3)cc2)c1OC	-11%
Cc1ccc2nc(NC(=O)CSc3nccn3Cc3ccccc3)sc2c1	?
Cc1cc(Br)ccc1NC(=O)Cn1cc(S(=O)(=O)N2CCN(c3ccccc3F)CC2)c2ccccc2c1=O	-16%
COc1ccccc1CNC(=O)C(=O)NCC(c1cccnc1)N1CCN(c2ccccc2)CC1 (configuration not stated)	-16%
CC(C)c1ccc(NS(=O)(=O)c2ccc3nc(-c4ccccc4)[nH]c3c2)cc1	5%
CCC(NC(=O)Nc1ccc(OC)c(OC)c1)c1c(-n2cccc2)sc2c1CCN(C)C2 (configuration not stated)	-1%
CC(=O)NCCNC(=O)CCCc1nnc2n(CCC(C)C)c(=O)c3sccc3n12	1%
Cc1cccc(NC(=O)C(=O)NCC(c2cccnc2)N2CCN(Cc3ccccc3)CC2)c1 (configuration not stated)	-2%
Cc1ccc(NC(=O)Cn2c(=O)cc(-c3ccccc3)c3c(C)nn(C)c32)c(Cl)c1	8%
COc1ccc(CC(=O)NCC(c2ccc(N(C)C)cc2)N2CCOCC2)cc1OC (configuration not stated)	-2%
Clc1ccc(C(c2ccccc2)c2c[nH]c3ccccc23)s1 (configuration not stated)	1%
CCN1CCc2c(sc(-n3cccc3)c2C(C)NC(=O)Nc2ccc(Br)cc2)C1 (configuration not stated)	-17%
O=C(NCCC1=CCCCC1)c1ccc2c(c1)ncn2-c1cccc(Cl)c1	?
Cn1c(=O)n(C)c2cc(N3CCOCC3)c(NC(=O)c3c(F)cccc3F)cc21	0%
COc1ccc(NC(=O)CCc2nc3cccnc3n2-c2ccccc2)cc1Cl	2%
Cc1c(O)nc(SCC(=O)Nc2ccc(Cl)cc2Cl)n(-c2ccc(F)cc2)c1=O	?
COC(=O)c1ccccc1NC(=O)c1ccc(-c2nc(CSc3ccc(C)cc3)c(C)o2)cc1	5%
Cc1ccc2c(c1)CC(C)N2S(=O)(=O)c1nnc(NC(=O)C(C)C)s1 (configuration not stated)	-4%
Cc1cc(C)nc(-n2nc(C)c3c2N(Cc2ccccc2C)C(=O)CC3c2ccc(Cl)cc2)n1 (configuration not stated)	-10%
CCC(Sc1ncnc2sc3c(c12)CCCC3)C(=O)OCC(C)C (configuration not stated)	4%
O=C(CN1CCN(Cc2ccccc2Cl)C1=O)NCCc1ccc(Cl)cc1	1%
COCCCNC(=O)CCc1c(C)nc2nc(-c3cc(OC)cc(OC)c3)nn2c1C	-5%
Cc1nc2c(-c3ccccc3)c(C)nn2c(C)c1CCC(=O)NCc1ccccc1Cl	0%
CCCCSc1nnc2n(-c3ccc(OC)cc3)c(=O)c3c4c(sc3n12)COC(C(C)C)C4 (configuration not stated)	1%
COc1ccccc1CNC(=O)c1ccc(-c2nc(CS(=O)c3ccccc3)c(C)o2)cc1 (configuration not stated)	-15%
Cc1c(Cl)cccc1NC(=O)C(C)n1c(=O)cc(C)c2c(C)nn(-c3ccccc3)c21 (configuration not stated)	-1%

A portion of the library, so the mix of outcomes need not match the whole.
